Source: PubChem
Cneo AK release = causes C. neoformans cell lysis. hit rate 0.2% among 360,000. adenylate kinase release luminescence, 4 h; normalised: neutral wells 0, clomiphene wells 100. lysis activity, % at 15 µM;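 active = mean lysis activity across replicates of at least 80%, whatever share of replicates individually reach that level; inactive = mean lysis activity below 80%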
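Material: C. neoformans cells; Schedule: 4 h static compound exposure, 37 °C, read 1 h post-reagent; Measured by: adenylate kinase release luminescence; Read-out: signal increase indicating cell lysis; Controls: Clomiphene as positive lysis control.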
LGR2 inh = blocks bursicon-induced cAMP signaling via Drosophila LGR2 | HEK293 LGR2, CRE-luciferase, bursicon-stimulated, 4 h | inhibition, % at 9.99 µM | hit rate 0.35% among 380,000;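 active = drop in luminescence signal, shown as inhibition above about 50% in the replicate tests, limit read from the data, passing the limit was not always enough; inconclusive = probably only some replicates passing the limit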;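 also: agonist challenge used bursicon conditioned medium at about half maximal strength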
FN deposition inh = fibronectin deposition inhibition; inhibition, % at 12.6 µM; hit rate 0.086% among 350,000; AH1F fibroblasts, Alexa488-fibronectin deposition fluorescence, overnight;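 active = mean inhibition across replicates of 30% or more, regardless of how many single replicates reach that level; inconclusive = mean under 30% yet at least half of replicates reach 30%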;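 also: positive control wells lacked labelled fibronectin entirely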
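test system = AH1F fibroblasts assembling fluorescent fibronectin matrix | quantity = 10000 AH1F cells per well | buffer or medium = DMEM plus 2% serum, read in PBS | doses = single dose, pinned | incubation = 1 h cell attachment, overnight exposure to compound and label | detection = fluorescence at 485 nm excitation, 525 nm emission | read-out basis = inhibition from reduced deposited-fibronectin fluorescence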
PAX8 reporter = lowers PAX8-driven luciferase in RMG-I cells | inhibition, % at 12.6 µM | RMG-I TPO-luciferase reporter, SteadyGlo, 24 h | hit rate 1.2% among 360,000 | AID 652154;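 active = mean replicate inhibition at least 60% with every replicate also reaching 60%; inconclusive = only one of the two criteria is met; inactive = mean below 60% and not all replicates reaching 60%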;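 also: luciferase light reporting Pax8 driven TPO promoter activity; plate controls were median of neutral control wells for no effect and mitoxantrone controls for full effect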
miR-122 sensor = blocks miR-122 activity in Huh7 sensor cells; Huh7 miR-122 Renilla luciferase sensor, 48 h; neutral wells = 0, positive control = 100; activation (reporter increase), % at 12.5 µM; hit rate 0.3% among 340,000; AID 602342;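 active = mean replicate activation score at least 90 and every replicate individually at or above 90; inconclusive = only one of the two criteria met; inactive = neither criterion met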;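 also: higher luciferase means less miR-122 activity so hits act as miR-122 inhibitors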
EWS-Fli block = EWS/Fli transcriptional activity inhibition; A673 NR0B1-luciferase reporter, viability-normalised; inhibition, % at 12.6 µM; hit rate 0.67% among 350,000;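 active = mean inhibition of at least 50% after viability correction, with every replicate also passing that limit; inconclusive = mean reaches 50% but only one of two replicates passes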;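 also: firefly luciferase signal divided by Alamar Blue viability fluorescence both relative to DMSO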
PGC1a acetyl inh = modulators of PGC1a acetylation; U2OS PGC1a acetylation, AlphaScreen anti-acetyl-lysine; with virally co-expressed GCN5 acetyltransferase; inhibition, % at 15.6 µM; hit rate 0.17% among 350,000;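 active = every replicate shows inhibition of at least 40%; inconclusive = mean inhibition at least 40% but some replicate below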;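 also: 0% = neutral control wells and 100% = positive control wells; some results beyond the cut were filed as inactive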
Casp6 inh = inhibitors of human caspase-6; P55212; purified caspase-6, Z-VEID-R110 cleavage fluorescence; inhibition, % at 12.5 µM; hit rate 0.53% among 350,000;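 active = mean inhibition across replicates at least about 35%, with every replicate also reaching that limit, limit read from the data; inconclusive = only one of the two criteria met; inactive = neither criterion met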;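 also: 0% = median of neutral control wells and 100% = no fluorescence left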
Target sequence (P55212 24-179 limits assumed): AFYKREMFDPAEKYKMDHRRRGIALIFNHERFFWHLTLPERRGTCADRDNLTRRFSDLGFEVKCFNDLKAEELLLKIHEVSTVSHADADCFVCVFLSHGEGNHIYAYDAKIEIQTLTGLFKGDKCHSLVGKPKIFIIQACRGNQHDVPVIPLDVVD
Target sequence (P55212 194-293 limits assumed): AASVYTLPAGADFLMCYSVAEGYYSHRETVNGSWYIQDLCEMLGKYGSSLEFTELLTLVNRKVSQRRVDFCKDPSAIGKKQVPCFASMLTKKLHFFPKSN
* hit, by the source's call; ? = inconclusive; . = no result given; & = joins results of further samples; [ ] = another dose, or the depositor's remark.

#1 Cc1ccc(NC(=S)N2CCCCC2CO)cc1C (stereo unspecified)
#2 Cn1cc(CN2CCN(Cc3ccccc3)C(CCO)C2)c(-c2ccccc2)n1 (stereo unspecified)
#3 CCCCOC(=O)c1sc2nc(N3CCOCC3)c3c(c2c1N)CC(C)(C)OC3
#4 COCCn1c(=O)c2cc3c(=O)n(CCOC)c(=O)c3cc2c1=O
#5 C/C(=N\NC(=O)OC(C)(C)C)c1ccc(-n2ccnc2)cc1
assay / entry	1	2	3	4	5
LGR2 inh	16	-11	-2	-9	-10
Cneo AK release	.	-10	.	1	0
PAX8 reporter	-40	-14	3	.	-4
EWS-Fli block	-23	4	-5	14	-5
Casp6 inh	0	3	0	-8	-4
miR-122 sensor	.	-6	.	0	-2
FN deposition inh	-7	8	-4	.	-3
PGC1a acetyl inh	.	1	-6	10	.

A different layout for part of the listing above:
3	CCCCOC(=O)c1sc2nc(N3CCOCC3)c3c(c2c1N)CC(C)(C)OC3
  LGR2 inh = -2
  Cneo AK release = .
  PAX8 reporter = 3
  EWS-Fli block = -5
  Casp6 inh = 0
  miR-122 sensor = .
  FN deposition inh = -4
  PGC1a acetyl inh = -6
4	COCCn1c(=O)c2cc3c(=O)n(CCOC)c(=O)c3cc2c1=O
  LGR2 inh = -9
  Cneo AK release = 1
  PAX8 reporter = .
  EWS-Fli block = 14
  Casp6 inh = -8
  miR-122 sensor = 0
  FN deposition inh = .
  PGC1a acetyl inh = 10

(continued)
#6 COC(=O)c1sc2cc(=O)n(-c3cccc(C(F)(F)F)c3)nc2c1O
#7 CCc1cccc(C)c1NC(=O)c1ccoc1C
#8 CCOC(=O)C1=C(COC(=O)/C=C/c2ccc(OCC)c(OC)c2)NC(=O)NC1C (stereo unspecified)
#9 C[C@H](CO)N1C[C@H](C)[C@H](CN(C)C)Oc2cc(C#Cc3ccccn3)ccc2S1(=O)=O
#10 COc1ccc2c(c1)CCC1C2=NN(/C(C)=C\C(C)=O)C1c1ccc(F)cc1 (stereo unspecified)
assay / entry	6	7	8	9	10
LGR2 inh	-10	.	-11	-4	-58
Cneo AK release	.	1	.	-6	.
PAX8 reporter	-7	2	.	-50	-44
EWS-Fli block	0	.	7	-17	-9
Casp6 inh	0	.	5	-7	1
miR-122 sensor	.	2	.	10[16.7 µM]	.
FN deposition inh	-6	-5	4	-9	.
PGC1a acetyl inh	-2	3	.	-26	.

#11 C[C@@H]1CN([C@H](C)CO)C(=O)Cc2cc(NC(=O)Nc3ccc4c(c3)OCO4)ccc2O[C@H]1CN(C)CC1CCCCC1
#12 O=C1CC(c2cc(F)ccc2F)c2cc3c(cc2N1)CCC3 (stereo unspecified)
#13 O=CNC1(c2ccccc2)CCCCC1
#14 CN(C)C(=O)c1ccc(NS(=O)(=O)c2ccc3c(c2)OCCO3)cc1
#15 C=CCOC(=O)C1=C(C)NC(SCC(=O)NC(=O)OCC)=C(C#N)C1c1cccnc1 (stereo unspecified)
assay / entry	11	12	13	14	15
LGR2 inh	-2	17	-9	2	4
Cneo AK release	-11	.	.	-2	0
PAX8 reporter	23	41	-17	0	1
EWS-Fli block	-3	?	-3	2	7
Casp6 inh	-3	-1	-3	-6	-4
miR-122 sensor	4[16.7 µM]	.	.	.	-7
FN deposition inh	.	.	16	.	2
PGC1a acetyl inh	-11	.	.	0	21

#16 COc1cc(NC(=O)C2CCC(=O)N2S(=O)(=O)c2ccc(C)cc2)cc(OC)c1 (stereo unspecified)
#17 COc1cccc(-c2cnc3c(NC(C)=O)cc(-c4cc(OC)c(OC)c(OC)c4)cn23)c1
#18 COc1ccc(S(=O)(=O)NCc2ccco2)cc1C(=O)N1CCCCC1
#19 O=C(Cc1cccs1)N/N=C/C=C\c1ccco1
#20 CC(C)(C)c1ccc(C(=O)NCCc2ccccc2)cc1
assay / entry	16	17	18	19	20
LGR2 inh	-8	-4	0	.	-22
Cneo AK release	-5	0	12	.	-13
PAX8 reporter	11	-27	-14	-55	-79
EWS-Fli block	-6	11	-7	-40	33
Casp6 inh	-3	1	1	34	-1
miR-122 sensor	-12	5	22	.	7
FN deposition inh	-6	-1	-3	-4	0
PGC1a acetyl inh	-10	-25	.	.	-8

#21 CN(C(=O)c1ccccc1-c1ccccc1C(=O)O)c1ccccc1
#22 O=C(CSc1ncnc2c1oc1ccccc12)NC1CCCCC1
#23 COc1cccc(C(=O)Nc2cccnc2)c1OC
#24 C=CC[C@@H](CC(=O)OC(C)(C)C)C(=O)OC[C@@H]1CCCN1C(=O)[C@@H](CC=C)CC(=O)N[C@H](CO)Cc1ccccc1
#25 CC(=O)Nc1ccc(S(=O)(=O)Nc2ccccc2N2CCOCC2)cc1Cl
assay / entry	21	22	23	24	25
LGR2 inh	-8	-5	-12	7	0
Cneo AK release	-1	1	0	1	-1
PAX8 reporter	-5	10	2	2	2
EWS-Fli block	-13	-13	-9	-1	.
Casp6 inh	1	-1	1	4	3
miR-122 sensor	-8	-10	5	-10	.
FN deposition inh	2	3	1	-8	9
PGC1a acetyl inh	-6	-4	4	-3	5

#26 CCOc1ccc(C(=O)NCc2ccncc2)cc1
#27 C[C@@H]1CN([C@H](C)CO)C(=O)c2cc(NC(=O)Nc3ccc(F)cc3)ccc2O[C@H]1CN(C)Cc1ccc(C(F)(F)F)cc1
#28 CCCNC(=O)N1C[C@@H]2N[C@H](C1)C2c1ccc(-c2ccc(F)cc2)cc1 (stereo partly specified)
#29 Cn1c(=O)c2c(nc(SCC(=O)NCC3CCCO3)n2C)n(C)c1=O (stereo unspecified)
#30 COc1ccc(NC(=O)C2Cc3ccccc3O/C2=N\O)cc1 (stereo unspecified)
assay / entry	26	27	28	29	30
LGR2 inh	2	-1	-13&29	-5	-28
Cneo AK release	0	4	.	0	-4
PAX8 reporter	.	68*	-12&41	.	-58
EWS-Fli block	.	8	8&-7	4	-38
Casp6 inh	.	-1	1&4	4	-4
miR-122 sensor	-4	-4[16.7 µM]	.	-3	-5
FN deposition inh	.	.	-1&0	.	3
PGC1a acetyl inh	2	-9	-5&3	2	9

#31 OC(c1ccc(Cl)c(F)c1)c1ncc(-c2cccc3ccccc23)[nH]1 (stereo unspecified)
#32 COc1ccc(NS(=O)(=O)c2cc(NC(=O)CCNC(C)=O)ccc2N2CCCCC2)cc1
#33 Cc1ccc(CN(C)C(=O)CN2C(=O)NC3(CCCc4ccccc43)C2=O)c(C)c1 (stereo unspecified)
#34 O=S(=O)(c1ccccc1)N1CCCCN2[C@H](CO)[C@@H](c3ccc(C#CC4CCCC4)cc3)[C@@H]2C1
#35 Cc1ccccc1C(=O)OC(C)CN1CCN(C)CC1 (stereo unspecified)
assay / entry	31	32	33	34	35
LGR2 inh	12	2	11	-8	4
Cneo AK release	1	-1	4	0	10
PAX8 reporter	14	13	31	-1	8
EWS-Fli block	-4	3	7	-4	-3
Casp6 inh	4	4	1	3	.
miR-122 sensor	33	76	-19	3[16.7 µM]	2
FN deposition inh	5	2	2	6	.
PGC1a acetyl inh	2	2	3	-4	3

#36 COc1ccc(/C=C/C(=O)N(C)c2ccccc2C(=O)O)cc1
#37 COc1ccc(S(=O)(=O)N2CCOC2CNC(=O)C(=O)NCc2ccc(F)cc2)cc1OC (stereo unspecified)
#38 CC(=C\c1ccccc1)/C=C1/SC(=S)N(C(C(=O)O)C(C)C)C1=O (stereo unspecified)
#39 CC=Cc1ccc2n(c1=O)C[C@@H]1[C@@H](CO)[C@H](C(=O)NCc3ccccc3)N(Cc3cncnc3)[C@H]21 (mixture of isomers)
#40 COC(=O)CSc1nc2ccccc2c(=O)n1C
assay / entry	36	37	38	39	40
LGR2 inh	-2	2	-28	-2	.
Cneo AK release	.	4	.	0	-1
PAX8 reporter	-11	13	10	.	-18
EWS-Fli block	-1	.	-8	0	.
Casp6 inh	0	-3	4	4	.
miR-122 sensor	.	.	.	5[16.7 µM]	-1
FN deposition inh	-12	3	-4	.	3
PGC1a acetyl inh	.	-4	.	.	7

Reformatted: results already given.
#39 CC=Cc1ccc2n(c1=O)C[C@@H]1[C@@H](CO)[C@H](C(=O)NCc3ccccc3)N(Cc3cncnc3)[C@H]21 (mixture of isomers)
  LGR2 inh: -2	Cneo AK release: 0	PAX8 reporter: .	EWS-Fli block: 0	Casp6 inh: 4	miR-122 sensor: 5[16.7 µM]	FN deposition inh: .	PGC1a acetyl inh: .

#36 COc1ccc(/C=C/C(=O)N(C)c2ccccc2C(=O)O)cc1
  LGR2 inh: -2	Cneo AK release: .	PAX8 reporter: -11	EWS-Fli block: -1	Casp6 inh: 0	miR-122 sensor: .	FN deposition inh: -12	PGC1a acetyl inh: .

Next part
#41 C[C@@H]1CCCCO[C@@H](CN(C)Cc2ccc(Cl)c(Cl)c2)[C@H](C)CN([C@H](C)CO)C(=O)c2cc(NC(=O)CCC(F)(F)F)ccc2O1
#42 COc1ccc(NC(=O)Nc2ccc3c(c2)[C@@H]2C[C@H](CC(=O)N4CCN(C)CC4)O[C@H](CO)[C@@H]2O3)cc1
#43 Cc1ccc(S(=O)(=O)N[C@@H]2CC[C@H](CCn3cc(C(C)C)nn3)O[C@@H]2CO)cc1
#44 CCc1cc(C(=O)Nc2ncccc2O)sc1C
#45 O=C(CSc1nnc(CNC(=O)c2cccs2)o1)Nc1ccc(Br)cc1
assay / entry	41	42	43	44	45
LGR2 inh	1	11	10	31	10
Cneo AK release	39	-9	0	-1	0
PAX8 reporter	7	-16	0	-7	-11
EWS-Fli block	11	-3	0	.	.
Casp6 inh	1	1	32	-1	-2
miR-122 sensor	-14[16.7 µM]	-3[16.7 µM]	.	.	-4
FN deposition inh	.	.	.	3	1
PGC1a acetyl inh	-15	-5	0	.	-6

#46 O=C(NCC(c1cccs1)N1CCOCC1)c1ccc(OCc2ccccc2)cc1 (stereo unspecified)
#47 COc1ccccc1C(=O)NNC(=O)c1ccc(F)cc1
#48 Cc1cccc(C(=O)OCC(=O)Nc2ccc3c(c2)OCCO3)c1
#49 COCCNC(=O)C[C@H]1C[C@@H]2c3cc(NC(=O)C4CCOCC4)ccc3O[C@@H]2[C@H](CO)O1
#50 O=[n+]1c2c(n([O-])c3cc(Br)ccc31)CCCC2
assay / entry	46	47	48	49	50
LGR2 inh	-6	-6	-20	22	11
Cneo AK release	0	.	1	1	0
PAX8 reporter	-17	-37	-32	-7	31
EWS-Fli block	-8	-46	-1	-2	-1
Casp6 inh	2	-1	-1	1	2
miR-122 sensor	5	.	-5	-3[16.7 µM]	23
FN deposition inh	2	7	0	1	4
PGC1a acetyl inh	-9	.	9	2	.

#51 Cc1nn(-c2cc(N3CCCC3)ccc2[N+](=O)[O-])c(=O)c2ccccc12
#52 CC(C)(C)NC(=O)C1Cc2ccccc2CN1S(=O)(=O)c1ccc(F)cc1 (stereo unspecified)
#53 COc1ccc(N2CCN(c3ncnc4scc(-c5ccccc5)c34)CC2)cc1
#54 Cc1noc(C)c1S(=O)(=O)N(C)C[C@@H]1Oc2ccc(NS(=O)(=O)c3ccc(F)cc3)cc2CC(=O)N([C@H](C)CO)C[C@H]1C
#55 O=C(CN1CCOCC1)Nc1ccccc1Sc1ccc(Cl)cc1
assay / entry	51	52	53	54	55
LGR2 inh	.	-2	31	8	13
Cneo AK release	0	.	7	.	8
PAX8 reporter	-2	-6	29	.	12
EWS-Fli block	.	8	14	-3	-1
Casp6 inh	.	0	3	-1	4
miR-122 sensor	3	2	.	6[16.7 µM]	8
FN deposition inh	-1	1	2	.	-4
PGC1a acetyl inh	-3	-2	.	-3	-12
